Screens as filed in PubChem.
SUMO1 PPI mod – modulators of SUMO1 protein-protein interactions, primary screen, biochemical, uHTS | SUMO1 binding to a labelled peptide, TR-FRET, 1 h | inhibition, % at 20 µM | hit rate 0.33% among 360,000; in the data active = inhibition above about 37%
Target sequence (P63165 whole entry, looked up): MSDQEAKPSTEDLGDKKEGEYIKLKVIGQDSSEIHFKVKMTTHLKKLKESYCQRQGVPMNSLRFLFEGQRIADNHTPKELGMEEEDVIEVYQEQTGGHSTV
DNMT1 block – human DNMT1 methyltransferase inhibitors, primary screen, biochemical, molecular beacon, fluorescence, HinP1I cleavage, uHTS | inhibition (reported as % activation of signal), % at 10 µM | AID 588458, 2011 | DNA (cytosine-5)-methyltransferase 1 (Homo sapiens), P26358 | hit rate 0.83% among 360,000; in the data active = inhibition above about 50%
Scp1 inh – Scp-1 phosphatase inhibitors, primary screen, biochemical, colorimetric, uHTS; inhibition, % at 20 µM; hit rate 0.88% among 340,000; Recombinant Scp1, phosphopeptide, malachite green phosphate absorbance; Carboxy-terminal domain RNA polymerase II polypeptide A small phosphatase 1 (Homo …; AID 493091, 2011;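 active = inhibition above about 50% at 20 µM, limit read from the data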;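 note: plate controls were DMSO wells with enzyme for no effect and wells lacking enzyme for full effect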
Target sequence (Q9GZU7 76-261 limits assumed): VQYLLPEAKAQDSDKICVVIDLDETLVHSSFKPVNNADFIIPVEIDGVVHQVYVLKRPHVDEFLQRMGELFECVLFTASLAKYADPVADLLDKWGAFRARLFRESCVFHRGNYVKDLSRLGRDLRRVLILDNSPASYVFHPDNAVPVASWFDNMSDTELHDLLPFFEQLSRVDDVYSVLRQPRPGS
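Material – SCP-1 phosphatase catalytic domain, residues 76-261 · Buffer or medium – Acidic Tris acetate buffer with magnesium and detergent · Also added – Phospho 17-mer peptide substrate · Compound – single 20 µM dose, 1% DMSO · Times – 45 min room-temperature reaction, 5 min colour, 30 min stabiliser · Technique – Phosphate-binding colour reagent, absorbance read at 630 nm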
Rpn11 block – Rpn11 (PSMD14) deubiquitinase inhibitors, primary screen, biochemical, fluorescence polarization, uHTS; 26S proteasome non-ATPase regulatory subunit 14 (Homo sapiens), O00487; human 26S proteasome, Ub4-pepOG fluorescence polarization; 20S core pre-blocked with epoxomicin; calls only at 20 µM; hit rate 0.59% among 360,000; AID 588493, 2011;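 active = inhibition at 20 µM, scaled to each plate's controls, above about 33%, limit read from the data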
Target sequence (O00487 whole entry, looked up): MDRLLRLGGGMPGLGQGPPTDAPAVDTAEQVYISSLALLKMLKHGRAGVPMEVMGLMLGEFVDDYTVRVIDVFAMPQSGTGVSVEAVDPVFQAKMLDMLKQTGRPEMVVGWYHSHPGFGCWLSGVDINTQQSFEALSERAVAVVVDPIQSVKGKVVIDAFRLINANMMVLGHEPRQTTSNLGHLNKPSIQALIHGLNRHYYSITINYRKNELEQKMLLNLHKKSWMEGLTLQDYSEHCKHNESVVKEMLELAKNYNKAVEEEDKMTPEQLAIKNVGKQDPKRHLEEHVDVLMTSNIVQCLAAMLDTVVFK
NRP1-CendR mod – modulators of CendR peptide binding to NRP-1, primary screen, biochemical, fluorescence polarization, uHTS; Neuropilin-1 (Homo sapiens), O14786; FAM-RPARPAR peptide binding to NRP-1; inhibition, % at 25 µM; hit rate 0.85% among 360,000;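 active = inhibition or corrected inhibition above about 18%, plus a signal ratio from 0.5 to 1.5, limit read from the data, passing the limit was not always enough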; note: strong numbers were not always called active
NadD inh – inhibitors of S. aureus NadD, primary screen, biochemical, colorimetric, uHTS. purified NadD enzyme, colorimetric absorbance read-out. inhibition, % at 20 µM. hit rate 0.78% among 360,000; in the data active = inhibition above about 26%; note: some compounds past the cut are filed as inactive
STEP inh – STEP phosphatase inhibitors, primary screen, biochemical, fluorescence intensity, uHTS. Tyrosine-protein phosphatase non-receptor type 5 (Homo sapiens), P54829. inhibition, % at 20 µM. AID 588621, 2011. recombinant STEP, OMFP fluorogenic substrate. hit rate 0.25% among 360,000;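 active = inhibition at 20 µM, scaled per plate between control wells, above about 37%, limit read from the data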;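 note: 0% = DMSO with enzyme and substrate and 100% = substrate only without enzyme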
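System: STEP phosphatase, cell-free reaction; Buffer or medium: Bis-Tris pH 6.0 buffer with DTT, detergent; Incubation: 20 min at room temperature, dark; Measured by: fluorescence, 480/540 nm.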
MT1-MMP act inh – blockers of MT1-MMP proenzyme processing, primary screen, HT1080 RFP-PRO-GFP cells, GFP/RFP fluorescence; GFP/RFP ratio fluorescence, overnight; percent of plate control window, DMSO zero; GFP/RFP ratio change, % at 20 µM; hit rate 0.061% among 360,000;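 active = GFP/RFP ratio change of at least 30% with cell ATP level not reduced by more than half and red fluorescence within 50% of control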; note: strong numbers were not always called active
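Assay system – RFP-PRO-GFP reporter HT1080 cells · Compound dosing – single dose of 20 µM compound, 1% DMSO final · Incubation – overnight compound exposure at 37 °C · Measure – GFP/RFP fluorescence ratio · Benchmarks – DMSO wells and RFP-L50D-GFP cells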
SKN-1 block – suppressors of acrylamide-induced Pgst-4::GFP reporter in worms, primary screen, SKN-1 inhibitor project, whole organism, uHTS, GFP/RFP fluorescence ratio, strain VP596 | C. elegans VP596 Pgst-4::GFP/RFP ratio, 24 h | inhibition, % at 21.8 µM | hit rate 0.49% among 360,000 | AID 624304, 2012;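 active = interference check ratio from 0.5 to 1.5 plus GFP to RFP signal ratio inhibition reaching or exceeding a fixed threshold, cut at about 30% in these data, passing the limit was not always enough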; note: some compounds called inactive have numbers as strong as hits
LMPTP inh – LMPTP phosphatase inhibitors, primary screen, biochemical, fluorescence intensity, uHTS; inhibition, % at 20 µM; recombinant LMPTP-A, OMFP fluorogenic substrate; AID 651560, 2012; hit rate 0.22% among 360,000;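 active = compounds that cut the enzyme signal by at least half of the control window in the single-dose screen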;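 note: plate controls were DMSO wells with enzyme plus substrate for no effect and substrate without enzyme for full effect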
Target sequence (P24666 whole entry, looked up): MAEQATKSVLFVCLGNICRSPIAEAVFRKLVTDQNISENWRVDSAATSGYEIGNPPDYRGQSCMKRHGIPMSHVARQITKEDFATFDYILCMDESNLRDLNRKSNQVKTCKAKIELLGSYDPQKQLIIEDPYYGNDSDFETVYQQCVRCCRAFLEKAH
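Test system: LMPTP-A, protein tyrosine phosphatase of low molecular weight; Input: 0.625 nM enzyme; Incubation: 50 min dark incubation at room temperature; Signal: endpoint fluorescence intensity from OMFP dephosphorylation; Read-out basis: % inhibition versus control wells.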
An asterisk follows results filed as active; i = inactive; . = not tested or not shown.

SMILES	SUMO1 PPI mod	DNMT1 block	Scp1 inh	Rpn11 block	NRP1-CendR mod	NadD inh	STEP inh	MT1-MMP act inh	SKN-1 block	LMPTP inh
NC(=O)CC(NC(=O)Cc1ccc(Br)cc1)c1ccc(N2CCC(Cc3ccccc3)CC2)c([N+](=O)[O-])c1 (stereo not given)	6	87*	8	i	-4	6	7	-3	16	0.1
COc1ccc(NC(=O)c2cnc(SC)nc2)cc1	4	1	-5	i	-14	-7	-2	0	3	-3.4
CN(CCOc1ccccc1)C(=O)C1CCC(=O)N(CCCN2CCCC2=O)C1 (stereo not given)	5	0	-5	i	7	-1	-2	-1	4	-1.0
C[C@H](CO)N1C[C@H](C)[C@@H](CN(C)C(=O)Nc2ccccc2)Oc2ccc(NS(=O)(=O)c3ccc(F)cc3)cc2C1=O	8	3	-4	i	-2	-3	0	10	12	-0.3
O=C(NC1CCCCC1)c1cc2cc(Br)ccc2o1	5	-2	-8	i	-2	-3	-2	-1	6	0.9
CCn1c(C2CCN(Cc3ccccc3)CC2)n[nH]c1=S	3	-1	2	i	3	-2	2	-1	-3	-0.6
NS(=O)(=O)c1ccc(CNC(=S)NC2CCCCC2)cc1	-1	0	0	i	-12	-4	0	4	-17	-1.9
COc1ccccc1/C=C/CN1CCC(CO)(Cc2ccccc2)CC1	-3	3	11	i	20	-6	0	0	0	1.0
COc1cccc(Nc2ccc(C(=O)O)cc2N)c1	-5	0	-2	i	10	1	1	10	9	-1.9
CCCn1c(Sc2nnnn2-c2ccccc2)n[nH]c1=O	-7	1	-11	i	4	2	-1	4	3	-4.6
COC(=O)C1C(=O)NCC1c1ccc(C)cc1 (stereo not given)	-1	4	7	i	5	1	-2	-2	-4	-1.8
CCSc1nnc(NC(=O)CC(C)C)s1	11	-5	-3	i	0	0	-1	-1	-11	0.2
COC(=O)[C@@]1(C)[C@H]2C(=O)N(Cc3ccccc3)C(=O)[C@H]2[C@H]2CN=C(SCc3ccc(Cl)cc3)N21	4	0	12	i	11	5	0	1	0	-0.6
CC1=NN(c2nc3ccccc3s2)C(O)(C(F)(F)F)C1 (stereo not given)	0	0	-5	i	14	-5	2	3	15	-0.2
CN(CC(=O)N(CCO)Cc1ccccc1)S(=O)(=O)c1ccc2c(c1)c(=O)n(C)c(=O)n2C	4	-1	-5	i	1	-4	2	-2	7	-1.2
O=c1c(-c2ccc(F)cc2)coc2cc(O)ccc12	-4	-14	-10	i	5	-3	3	7	-2	-0.7
COc1ccc(S(=O)(=O)NC(=O)C2(C)CCN2C(=O)Cc2ccccc2Cl)cc1OC (stereo not given)	5	0	.	i	8	-4	1	-2	4	-1.6
Cc1c(Cl)cn2c(=O)cc(CN3CCN(c4ccccc4)CC3)nc2c1Cl	-5	8	-3	i	-3	20	-2	-7	16	1.7
CSc1cccc(NC(=O)CCn2c(=O)c3cccn3c3cccnc32)c1	-13	-1	-3	i	1	-1	0	-3	16	0.2
CCC(=O)N1COC[C@@H]1Cc1ccccc1	-4	-3	-11	i	8	-5	2	2	6	-1.9
COc1cc(N)c2ncccc2c1Cl	-12	26	-8	i	20	-3	0	0	24	-0.8
COc1ccc(NC(=O)Nc2ccc(N3CCCC3=O)cc2)cc1OC	-2	3	-5	i	-3	3	-2	2	16	-0.9
CC(=O)NC(C)c1cc(Cl)c2cccnc2c1O (stereo not given)	2	2	-8	i	2	1	-2	0	-11	-1.9
CN(C)S(=O)(=O)c1ccc(C(=O)N2CCN(S(=O)(=O)c3cccs3)CC2)cc1	-2	-1	-3	i	-2	-3	-3	-3	-4	0.0
COc1ccc(S(=O)(=O)NCc2ccccn2)cc1NC(=O)c1ccccc1F	-1	2	-2	i	-18	1	-1	4	10	0.1
More entries
SMILES	SUMO1 PPI mod	DNMT1 block	Scp1 inh	Rpn11 block	NRP1-CendR mod	NadD inh	STEP inh	MT1-MMP act inh	SKN-1 block	LMPTP inh
C/C(=N\NC(=O)Cc1ccc(Cl)cc1)c1ccccn1	13	-2	13	i	14	-4	7	13	-1	-0.5
CC(=O)Nc1ccc2nc(NC(=O)c3cccs3)sc2c1	7	-3	-4	i	-5	1	3	2	4	0.6
Cc1ccc(S(=O)(=O)NC(=NC(C)C(=O)O)c2ccccc2)cc1 (stereo not given)	9	0	-15	i	-2	9	2	3	3	0.0
CCOc1ccc(CC(=O)Nc2c(C(=O)Nc3ccccc3)oc3ccccc23)cc1OCC	4	2	35	i	-2	-4	-1	2	3	1.2
COc1cc(OC)c(/C=N/NC(=O)c2ccncc2)cc1Br	-9	-2	-5	i	6	-5	2	-1	-8	1.1
CC1(C)Cc2[nH]c(=S)c(C#N)cc2CO1	3	3	31	i	-5	6	-3	-2	3	-2.6
Cc1ccc2c(c1C)NC(C)CC2C (stereo not given)	-1	2	-7	i	-2	3	-13	-1	5	-1.3
COc1cc2c(cc1Cl)C(=O)C(F)(c1ccccc1)C(=O)N2 (stereo not given)	-10	-4	1	i	-1	2	-1	0	-4	-0.1
COCC(=O)N(C)C[C@H]1Oc2cc(C#Cc3cccnc3)ccc2S(=O)(=O)N([C@H](C)CO)C[C@H]1C	-1	7	.	i	2	8	2	-7	2	-2.1
Cc1oc2cc(O)ccc2c(=O)c1-c1cnn(-c2ccccc2)c1	6	-5	-16	i	6	0	-4	-1	-24	0.8
CCn1c(SCC(=O)c2ccc(O)c(O)c2)nnc1-c1ccc(C)cc1	16	14	27	i	-70	2	5	-2	-4	16
N#Cc1c(/N=C/c2ccc(Br)s2)sc2c1CCC2	5	1	-2	i	-6	-2	1	-5	-13	-0.2
O=C1CC(c2nc3ccccc3[nH]2)CN1Cc1ccccc1 (stereo not given)	5	-1	-7	i	-5	2	-1	1	-2	0.0
Cc1ccc2oc(C(=O)Nc3ccc(S(=O)(=O)Nc4ncccn4)cc3)c(C)c2c1	-13	1	-7	i	-8	13	2	-3	10	-0.4
CC1CCCN(C(=O)c2cc3ccccc3cc2O)C1 (stereo not given)	-4	3	-8	i	8	-5	-1	-1	-9	-0.2
CCOC(=O)C1CCN(C(=O)CN(c2ccc3c(c2)OCCO3)S(C)(=O)=O)CC1	-5	2	-15	i	-2	-4	2	1	-7	-2.6
O=C(COC(=O)c1ccc(Cl)c(S(=O)(=O)N2CCOCC2)c1)NCc1ccco1	0	1	1	i	-4	-1	0	2	3	0.3
NS(=O)(=O)c1ccc(CCNC(=O)c2ccc(Br)s2)cc1	3	2	8	i	7	-1	0	1	3	-0.8
Cn1c(=O)c2ccccc2n(CC(=O)NC2CCCCC2)c1=O	0	0	7	i	5	1	-2	-1	-4	-0.2
CC(=O)Nc1cccc(C(=O)OCC(=O)Nc2ccc(Cl)cn2)c1	3	2	-3	i	-2	6	-1	0	14	-0.4
Cc1cc2c(=O)oc(-c3ccccc3Br)nc2s1	-10	6	-14	i	8	-5	-2	4	18	0.0
O=[N+]([O-])c1cc(C(F)(F)F)ccc1NC1CCN(Cc2ccccc2)C1 (stereo not given)	-33	4	-5	i	-3	1	-2	-1	21	1.2
Clc1ccccc1C(c1nnnn1Cc1ccco1)N1CCN(Cc2ccco2)CC1 (stereo not given)	3	4	5	i	13	-2	2	-20	-2	-1.2
CC(=O)Nc1ccc(CN(C)c2c(C)nc3ccc(C(=O)NCCCn4ccnc4)cn23)cc1	-9	-3	.	i	2	1	0	6	23	-3.3
O=C(CSc1nc2[nH]ncc2c(=O)n1-c1ccccc1Br)NCc1ccco1	0	-4	-11	i	-7	-5	-2	-1	-3	1.0

Three of the compounds above, bar-delimited:
smiles | SUMO1 PPI mod | DNMT1 block | Scp1 inh | Rpn11 block | NRP1-CendR mod | NadD inh | STEP inh | MT1-MMP act inh | SKN-1 block | LMPTP inh
Cc1ccc2c(c1C)NC(C)CC2C (stereo not given) | -1 | 2 | -7 | i | -2 | 3 | -13 | -1 | 5 | -1.3
COc1cc2c(cc1Cl)C(=O)C(F)(c1ccccc1)C(=O)N2 (stereo not given) | -10 | -4 | 1 | i | -1 | 2 | -1 | 0 | -4 | -0.1
COCC(=O)N(C)C[C@H]1Oc2cc(C#Cc3cccnc3)ccc2S(=O)(=O)N([C@H](C)CO)C[C@H]1C | -1 | 7 | . | i | 2 | 8 | 2 | -7 | 2 | -2.1

(continued)
SMILES	SUMO1 PPI mod	DNMT1 block	Scp1 inh	Rpn11 block	NRP1-CendR mod	NadD inh	STEP inh	MT1-MMP act inh	SKN-1 block	LMPTP inh
CCOc1ccc(NS(=O)(=O)c2ccc3[nH]cc(C(=O)NCCOC)c(=O)c3c2)cc1	9	5	9	i	-4	14	2	-5	1	0.4
O=C(O/N=C1\CCCc2ccccc21)c1ccc(F)cc1	-1	4	-7	i	-5	-5	-2	3	-8	0.2
Cc1cc2nc(-c3ccc(F)cc3)c(Cc3cccc(Cl)c3)n2c(C)c1Br	16	.	.	.	-12	69*	.	7	12	1.8
CC1(C(=O)O)CCN1C(=O)c1ccccc1F (stereo not given)	-1	3	.	i	12	-2	1	0	20	-1.3
CCC(C)(C(=O)NC1CCCC1)N(Cc1ccco1)C(=O)c1ccc2c(c1)OCO2 (stereo not given)	-2	7	-3	i	-2	0	0	13	-19	-0.8
COc1ccccc1CNC(=O)C(C)NS(=O)(=O)c1ccc(Br)cc1 (stereo not given)	0	2	-2	i	-6	-3	7	1	11	-1.1
O=C(Cn1cc2c(n1)CCCC2)N1CCCc2ccccc21	3	2	7	i	1	-1	-1	9	5	-0.8
C[C@@H]1CN([C@@H](C)CO)C(=O)c2cc(Br)cnc2O[C@H]1CN(C)Cc1ccc(-c2ccccc2)cc1	-2	3	.	i	14	-11	2	4	-1	-1.2
CCOc1ccc(NC(=O)COc2ccc(OC)cc2)cc1	2	2	-5	i	-6	6	0	0	4	0.1
O=C(CCCSc1nc2ccccc2[nH]1)Nc1nnc(-c2ccccc2)o1	4	3	12	i	-6	6	1	1	-12	-0.4
N#Cc1c(NC(=O)CN2CCOCC2)oc(-c2ccccc2)c1-c1ccccc1	-2	-7	-1	i	2	0	8	3	1	0.3
COc1ccc(-c2cc(C(=O)N3CCc4ccccc4C3)no2)cc1OC	2	-13	-3	i	6	-5	1	-2	13	0.9
COC(=O)c1cc(NC(=O)c2cccc([N+](=O)[O-])c2C)ccc1Cl	-5	-2	-1	i	-13	-6	-1	11	6	2.3

Hits appear at their usual frequency; 3.9% or so of the library scored in one or more.
